LYP inhibition: inhibition of human PTPN22 tyrosine phosphatase – biochemical, DiFMUP fluorescence, recombinant catalytic domain, 10 µM, primary screen (AID 606) | recombinant LYP catalytic domain, DiFMUP fluorescence; higher % means a stronger effect | inhibition, % at 10 µM, or IC50 in µM where a hit was titrated | 52,000 tested, under 10 active;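 active means IC50 under 40 µM in the dose-response test; inactive means IC50 of 40 µM or more, or never dose-tested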
PMK inhibit: blocks S. pneumoniae phosphomevalonate kinase; purified PMK, PK/LDH-coupled NADH absorbance 340 nm; inhibition, % at 10 µM; 0.49% of 65,000 active;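 active means top-ranked compounds by inhibition in the single 10 µM screen, taking a fixed number of the strongest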;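 further: 0% = full reaction with DMSO carrier and 100% = background rate without enzyme reaction; no value below 0 was filed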
DPM-DC inhibit: inhibitors of Streptococcus pneumoniae diphosphomevalonate decarboxylase; purified DPM-DC, PK/LDH coupled NADH fluorescence; calls only at 10 µM; 0.49% of 65,000 active; AID 556;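 active means the 320 compounds with the highest percent inhibition in the single-dose primary screen, excluding strongly autofluorescent ones, cut at about 32% in these data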;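 further: kinetic rate of NADH fluorescence loss reporting ADP formed by the decarboxylase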
HPDE-C7 cytotoxicity: HPDE-C7 pancreatic duct cell viability loss – fluorescence, HTS (AID 430); 1.8% of 63,000 active; HPDE-C7 pancreatic duct cells viability, fluorescence; higher % means a stronger effect; cytotoxicity, % at 10 µM, or EC50 in µM where a hit was titrated;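 further: cells exposed to compound for 48 hours before viability readout; 0% = vehicle and 100% = reference cytotoxic drug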
TNAP inhibition: inhibition of tissue-nonspecific alkaline phosphatase – biochemical, luminescent (AID 518); purified TNAP enzyme, luminescent substrate readout; higher % means a stronger effect; one-dose inhibition, % at 20 µM; IC50 in µM for titrated hits; 0.09% of 64,000 active; in the data active means a potency from the dose series; inactive means the rest, 99 in 100 with inhibition below about 22%;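 further: plate controls were vehicle for no effect and reference inhibitor for full effect; many of its hits are not listed in these tables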
MK inhibit: inhibitors of Streptococcus pneumoniae mevalonate kinase. purified MK, PK/LDH-coupled NADH absorbance 340 nm. inhibition, % at 10 µM. 0.48% of 65,000 active;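 active means ranked among the strongest by inhibition in the single 10 µM screen, a fixed top-ranked set picked for dose follow-up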; further: no value below 0 was filed
Bfl-1 inhibitors: Bfl-1 inhibitors, primary screen, biochemical, fluorescence polarization, FITC-Bid, mouse (AID 432). FITC-Bid BH3 peptide fluorescence polarization displacement; higher % means a stronger effect. displacement, % at 20 µM; hits with a dose series show IC50 in µM. 0.02% of 64,000 active; in the data active means a potency from the dose series; inactive means the rest, 99 in 100 with displacement below about 15%; further: strong numbers were not always called active
HT1080 viability: cytotoxicity in HT1080 fibrosarcoma cells, cell-based, fluorescence readout (AID 620). HT1080 viability, fluorescence; higher % means a stronger effect. cytotoxicity, % at 10 µM, or EC50 in µM where a hit was titrated. 0.42% of 87,000 active;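 further: cells exposed to compound overnight then 4 h with Alamar Blue; 0% = vehicle DMSO and 100% = killing control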
KRASV12 cytotoxicity: viability loss of HPDE-C7K cells – cell-based, fluorescence, HTS, primary screen (AID 431); HPDE-C7K KRASV12 cells, Alamar Blue viability, 48 h; higher % means a stronger effect; 1.7% of 63,000 active; one-dose cytotoxicity, % at 10 µM; EC50 in µM for titrated hits;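 active means compounds whose percent cytotoxicity in the single-dose primary screen, scaled between solvent and toxic-drug controls, exceeds 50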;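 further: 0% = DMSO solvent wells and 100% = doxorubicin-treated wells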
PMK inhibit pilot replicates: recorded beside PMK inhibit, whose call it bears; inhibition, %; measured here: pilot screen replicates
MK inhibit pilot replicates: recorded beside MK inhibit, whose call it bears; inhibition, %; measured here: pilot screen replicates
DPM-DC inhibit pilot screen %: further read-out of DPM-DC inhibit, marked with its call; inhibition, %; measured here: pilot screen trials
Active calls of the source: *; i = inactive; / = no result given. Unless noted, no stated cut-off is given here; in the data, active means cytotoxicity above about 50%; inactive means the rest.

SMILES | LYP inhibition | PMK inhibit | DPM-DC inhibit | HPDE-C7 cytotoxicity | TNAP inhibition | MK inhibit | Bfl-1 inhibitors | HT1080 viability | KRASV12 cytotoxicity | others
CCC(=NCCN1CCNCC1)C1=C(O)CC(C)(C)CC1=O | -1% | 20 | i | 8% | 3% | 5 | 4% | 2% | 0%
c1ccc(C(Cc2nc(-c3cccnc3)no2)c2ccccc2)cc1 | -3% | 6 | i | 2% | -1% | 2 | 1% | -14% | -2%
O=S(=O)(Cc1ccccc1)N1CCN(Cc2ccccc2)CC1 | 3% | 1 | i | -5% | 15% | 7 | 1% | 4% | 1% | PMK inhibit pilot replicates=0.0;MK inhibit pilot replicates=0.0;DPM-DC inhibit pilot screen %=1.5
CCOC(=O)N1CCC(NC(=O)c2cnn3c2NC(c2ccco2)CC3C(F)(F)F)CC1 (stereo not drawn) | 9% | 5 | i | 1% | 14% | 0 | -10% | -9% | -1%
O=C(C1CCN(S(=O)(=O)c2cccnc2)CC1)N1CCN(c2ccccc2Cl)CC1 | -5% | 2 | i | 3% | 12% | 6 | -4% | / | -6%
NC(=O)c1ccccc1NC(=O)CCc1ccccc1 | 5% | 4 | i | 0% | 2% | 0 | -8% | -1% | 3%
CCn1c(N)nc2ccccc21 | 6% | 12 | i | -2% | 6% | 7 | -4% | 4% | 1%
CN1CCN(S(=O)(=O)c2ccc3ccccc3c2)CC1 | -3% | 0 | i | -9% | 4% | 6 | 6% | 2% | 1%
CC(CCc1ccccc1)NC(=O)CSc1nnnn1C (stereo not drawn) | / | 14 | i | -17% | 8% | 4 | 2% | 10% | -10%
Cc1ccc(C(=O)c2cc(C)sc2NC(=O)CN2CCN(C(=O)c3ccco3)CC2)cc1 | / | 6 | i | 16% | 8% | 3 | -3% | 4% | 12%
CCN1CC=C2C(C#N)=C(N)C(C#N)(C#N)C(CCc3ccccc3)C2C1 (stereo not drawn) | 9% | 6 | / | 4% | 13% | 8 | 76% | -4% | 7%
Cc1ccc(N(CC(N)=O)C2SC(=O)N(C)C2=O)cc1 (stereo not drawn) | -2% | 18 | i | 0% | 7% | 3 | -10% | 6% | 4%
C=CCN1C(=O)C2(C(C(=O)c3ccc(C)o3)=C(O)C(=O)N2CCCN2CCOCC2)c2ccccc21 (stereo not drawn) | -3% | 7 | i | -17% | 4% | 10 | 1% | 0% | -11%
CCC(C)Sc1nc(O)cc(=O)[nH]1 (stereo not drawn) | / | 0 | i | 8% | 11% | 1 | -6% | -6% | 2%
Cc1ccc(CN(C(=O)Cn2nnc3ccccc32)C(C(=O)NCc2ccco2)c2cccs2)cc1 (stereo not drawn) | / | 11 | i | -16% | -3% | 0 | -8% | 9% | -20%
O=C(NC1CCCC1)c1ccc(COCC(F)(F)C(F)F)o1 | 22% | 0 | i | -4% | 4% | 6 | -10% | 3% | 0%
CC1CCC(NC(=O)C2CCN(C(=O)NC3CCCCC3)CC2)CC1 (stereo not drawn) | / | 11 | i | 0% | 8% | 9 | -7% | -2% | 14%
COC(=O)C1=C(C)N(c2cccc(Cl)c2)C(=O)C1 | 2% | 1 | i | -5% | 7% | 0 | 7% | 8% | -6%
COc1ccc(-c2noc(C3CCCN(S(=O)(=O)c4cccc(Cl)c4)C3)n2)cc1OC (stereo not drawn) | / | 3 | i | -12% | 0% | 0 | 1% | -5% | -7%
O=S(=O)(c1cnc[nH]1)N1CCc2ccccc21 | / | 7 | i | 26% | 25% | 5 | -28% | 0% | 35%
O=C(COC(=O)c1ccco1)Nc1ccc(Br)cc1 | / | 12 | i | -4% | 4% | 10 | -4% | 3% | -12%
COc1ccc(OC)c(NC(=O)NCc2ccc(F)cc2)c1 | -6% | 1 | i | -5% | 11% | 5 | -3% | 27% | 0%
CCN(CC)c1ccc(CNc2ccc(Br)cn2)cc1 | -13% | 6 | i | 36% | 11% | 0 | -9% | 2% | 34% | PMK inhibit pilot replicates=0.5;MK inhibit pilot replicates=0.0;DPM-DC inhibit pilot screen %=2.0
O=C(O)C1CCCN1S(=O)(=O)c1ccc2ccccc2c1 (stereo not drawn) | 6% | 0 | i | -15% | 16% | 3 | -1% | -2% | -6% | PMK inhibit pilot replicates=1.0;MK inhibit pilot replicates=4.0;DPM-DC inhibit pilot screen %=3.0
Cc1onc(-c2ccccc2)c1C(=O)N1CCN(CCc2ccccc2)CC1 | 23% | 3 | i | 10% | -1% | 10 | 0% | -9% | 7%
The results go on:
SMILES | LYP inhibition | PMK inhibit | DPM-DC inhibit | HPDE-C7 cytotoxicity | TNAP inhibition | MK inhibit | Bfl-1 inhibitors | HT1080 viability | KRASV12 cytotoxicity | others
COCc1cc(C)n(CC(=O)Nc2ccccc2C(=O)OC)c(=O)c1C#N | / | 11 | i | -3% | 0% | 4 | 0% | -4% | -12%
CCN(CCCNC(=O)COc1cc(=O)n(C)c2ccccc12)c1cccc(C)c1 | 3% | 13 | i | -7% | 0% | 5 | -3% | -3% | 2%
CCOC(=O)C1CCCN(c2nnnn2-c2ccccc2)C1 (stereo not drawn) | 4% | 10 | i | 10% | -5% | 4 | -1% | -1% | 0%
CN(C)c1ccc(NC(=O)c2cccc(N3C(=O)C4C5C=CC(C5)C4C3=O)c2)cc1 (stereo not drawn) | / | 21 | i | -13% | 10% | 0 | -1% | 0% | -2%
O=C(CCS(=O)(=O)c1cccc2nsnc12)N1CCN(Cc2ccc3c(c2)OCO3)CC1 | / | 0 | i | -7% | 16% | 9 | -5% | 0% | -10% | PMK inhibit pilot replicates=1.0;MK inhibit pilot replicates=0.0;DPM-DC inhibit pilot screen %=0.0
CCOc1cc(S(=O)(=O)N(CC)CC)ccc1Br | 16% | 9 | i | 6% | 8% | 15 | 0% | -5% | -3%
CCCOc1ccc(N2C(=O)CC(N(Cc3ccc(S(N)(=O)=O)cc3)C(=O)CC)C2=O)cc1 (stereo not drawn) | 9% | 0 | i | 4% | 9% | 14 | -5% | -9% | 4%
O=C(OCc1cc(=O)n2cc(Br)ccc2n1)C1COc2ccccc2O1 (stereo not drawn) | 11% | 0 | i | -1% | 8% | 2 | 0% | 19% | -11%
Cc1nc2cc(NC(=O)NCCC3=CCCCC3)ccc2o1 | 14% | 9 | i | / | 4% | 7 | 6% | 3% | /
O=C1CSC(=S)N1c1cccnc1 | 16% | 13 | i | -10% | 5% | 3 | -10% | -11% | -11%
CCN(Cc1nc2cc(OC)c(OC)cc2c(=O)[nH]1)C(=O)c1ccc(S(=O)(=O)N(C)C)cc1 | 11% | 10 | i | -6% | 4% | 6 | -8% | 2% | -6% | PMK inhibit pilot replicates=7.0;MK inhibit pilot replicates=0.0;DPM-DC inhibit pilot screen %=1.0
Cc1ccc(-c2nc(C3CCCN(S(=O)(=O)c4ccc(C(F)(F)F)cc4)C3)no2)cc1 (stereo not drawn) | / | 13 | i | -22% | 10% | 2 | -10% | 4% | -10%
CCOCCSc1nc2c(c(=O)[nH]c(=O)n2C)n1CCCc1ccccc1 | -8% | 0 | i | -4% | 6% | 3 | -2% | -10% | 2%
COc1ccccc1N1CCN(C(CNS(=O)(=O)c2cccs2)c2cccnc2)CC1 (stereo not drawn) | -8% | 0 | i | -10% | 7% | 7 | -6% | -2% | 4%
Nc1nncn1C(=O)c1cccs1 | -2% | 20 | i | 2% | 9% | 6 | -1% | 7% | 10%
Cc1ccc(CNC(=O)CN2CCC(C(N)=O)CC2)cc1 | / | 5 | i | 12% | -3% | 0 | -3% | 10% | -4%
CC(C)Oc1ccc(C(=O)NC2CCS(=O)(=O)C2)cc1 (stereo not drawn) | 5% | 8 | i | 3% | 11% | 5 | -6% | 0% | 6%
CCCCC(=O)NCCNc1nc2c(c(=O)n(C)c(=O)n2C)n1Cc1ccccc1 | -8% | 11 | i | -26% | 14% | 1 | 4% | 0% | -6% | PMK inhibit pilot replicates=0.0;MK inhibit pilot replicates=0.0;DPM-DC inhibit pilot screen %=0.0
O=C(c1nsnc1-c1ccccc1O)N1CCCCC1 | / | 3 | i | -6% | 3% | 10 | -4% | 2% | -6%
CCOc1ccc(OCC)c(S(=O)(=O)NCc2cccnc2)c1 | 3% | 0 | i | -18% | 11% | 7 | -6% | -6% | -13%
COc1ccc(NC(=O)C2CCCN(S(=O)(=O)c3cccc4nonc34)C2)c(OC)c1 (stereo not drawn) | 3% | 19 | i | -6% | 8% | 0 | 3% | / | -7%
COc1ccc(OCc2nc(C#N)c(N3CCN(c4ccc(OC)cc4)CC3)o2)cc1 | -14% | 0 | i | 1% | 16% | 4 | 6% | 1% | 5% | PMK inhibit pilot replicates=6.0;MK inhibit pilot replicates=1.0;DPM-DC inhibit pilot screen %=0.0
Cc1noc(C)c1CSc1nnc2ccc3ccccc3n12 | 0% | 8 | i | 10% | 18% | 11 | -2% | 5% | 12%

Of the compounds above, 3 have a cyano group.
SMILES | LYP inhibition | PMK inhibit | DPM-DC inhibit | HPDE-C7 cytotoxicity | TNAP inhibition | MK inhibit | Bfl-1 inhibitors | HT1080 viability | KRASV12 cytotoxicity | others
CCN1CC=C2C(C#N)=C(N)C(C#N)(C#N)C(CCc3ccccc3)C2C1 (stereo not drawn) | 9% | 6 | / | 4% | 13% | 8 | 76% | -4% | 7%
COCc1cc(C)n(CC(=O)Nc2ccccc2C(=O)OC)c(=O)c1C#N | / | 11 | i | -3% | 0% | 4 | 0% | -4% | -12%
COc1ccc(OCc2nc(C#N)c(N3CCN(c4ccc(OC)cc4)CC3)o2)cc1 | -14% | 0 | i | 1% | 16% | 4 | 6% | 1% | 5% | PMK inhibit pilot replicates=6.0;MK inhibit pilot replicates=1.0;DPM-DC inhibit pilot screen %=0.0

Reprinted at random: 3 compounds from above, in no set order.
SMILES | LYP inhibition | PMK inhibit | DPM-DC inhibit | HPDE-C7 cytotoxicity | TNAP inhibition | MK inhibit | Bfl-1 inhibitors | HT1080 viability | KRASV12 cytotoxicity | others
CN(C)c1ccc(NC(=O)c2cccc(N3C(=O)C4C5C=CC(C5)C4C3=O)c2)cc1 (stereo not drawn) | / | 21 | i | -13% | 10% | 0 | -1% | 0% | -2%
CCN(Cc1nc2cc(OC)c(OC)cc2c(=O)[nH]1)C(=O)c1ccc(S(=O)(=O)N(C)C)cc1 | 11% | 10 | i | -6% | 4% | 6 | -8% | 2% | -6% | PMK inhibit pilot replicates=7.0;MK inhibit pilot replicates=0.0;DPM-DC inhibit pilot screen %=1.0
Cc1noc(C)c1CSc1nnc2ccc3ccccc3n12 | 0% | 8 | i | 10% | 18% | 11 | -2% | 5% | 12%

Assay outcomes: PubChem BioAssay, several laboratories
